# Compound activity from PubChem BioAssay.
# rTrxR1 inhibitor: qHTS Assay for Inhibitors of Mammalian Selenoprotein Thioredoxin Reductase 1 (TrxR1): qHTS; recombinant rTrxR1, NADPH fluorescence consumption, selenite substrate; Thioredoxin reductase 1, cytoplasmic (Rattus norvegicus), O89049; AID 588453, 2011; Potency, µM (highest dose often 114 µM), for the others: at the highest dose activity change, negative = inhibition, actives largely listed as inhibitors; 390,000 tested, 1% active; also: % is scaled to controls: 0 for no effect and ±100 for the full control effect; nearly all actives have a fitted effect of over 65% in size
#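 Rat TrxR1 (90 nM in the dispensed reagent) was pre-reduced with 400 uM NADPH for 5 min at room temperature, then incubated with compound for 15 min. After 400 uM selenite was added, NADPH fluorescence (Ex 340/Em 450 nm) was followed for 8 min.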
# Pin1 inh: qHTS Assay to Find Inhibitors of Pin1; Peptidyl-prolyl cis-trans isomerase NIMA-interacting 1 (Homo sapiens), Q13526; Pin1 FP peptide displacement, HiFluor488, 10 min; Potency, µM (highest dose often 115 µM), for inactives: at the highest dose activity, negative = inhibition, most hits filed as inhibitors; 390,000 tested, 0.009% active; active = well fitted inhibition curve with a large enough effect in the polarisation, with a control signal flat, not every such curve was filed as active; inconclusive = small, poorly fitted or top-dose-only effect, or effect the other way, or a change in a side signal; inactive = no such curve, though single readings can be large or run the other way; the % refers to the polarisation; also: % is scaled to controls: 0 for no effect and ±100 for the full control effect
# Target sequence (Q13526 whole entry, looked up): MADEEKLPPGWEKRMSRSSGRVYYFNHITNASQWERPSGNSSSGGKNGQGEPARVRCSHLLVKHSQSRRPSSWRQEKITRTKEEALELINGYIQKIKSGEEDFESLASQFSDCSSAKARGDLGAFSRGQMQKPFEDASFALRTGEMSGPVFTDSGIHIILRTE
# GLS inh: qHTS for Inhibitors of Glutaminase (GLS) | 410,000 tested, 0.21% active | GLS enzymatic activity, qHTS titration | Glutaminase kidney isoform, mitochondrial (Homo sapiens), O94925 | Potency, µM (highest dose often 45.5 µM), without a hit: at the top dose activity change, negative = inhibition, hits mostly inhibitors | AID 624170, 2012; also: % is scaled to controls: 0 for no effect and ±100 for the full control effect
#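 hKGA in 45 mM KH2PO4 pH 8.2, 0.02% Tween-20 with pin-transferred compounds; 1 mM L-glutamine (stock) plus glutamate oxidase/HRP/Amplex Red coupling added. Fluorescence read initially and after 30 min at RT.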
# ERG Ets-DNA blk: qHTS for Small Molecule Inhibitors of the ERG Ets/DNA interaction. Transcriptional regulator ERG (Homo sapiens), P11308. 370,000 tested, 0.028% active. Potency, µM (top dose mostly 76.9 µM), without a hit: at the highest dose FP activity, negative = inhibition, most hits filed as inhibitors. fluorescence polarization, His-ERG Ets domain / labelled DNA; active = well fitted inhibition curve with a large enough effect in the polarisation, with a control signal flat; inconclusive = small, poorly fitted or top-dose-only effect, or effect the other way, or a change in a side signal; inactive = no such curve, though single readings can be large or run the other way; the % refers to the polarisation;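 also: polarization taken with two DNA probes labelled with fluorescein and Texas red; % of control where 0% means no effect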
# Target sequence (P11308 whole entry, looked up, the tested form may be a part): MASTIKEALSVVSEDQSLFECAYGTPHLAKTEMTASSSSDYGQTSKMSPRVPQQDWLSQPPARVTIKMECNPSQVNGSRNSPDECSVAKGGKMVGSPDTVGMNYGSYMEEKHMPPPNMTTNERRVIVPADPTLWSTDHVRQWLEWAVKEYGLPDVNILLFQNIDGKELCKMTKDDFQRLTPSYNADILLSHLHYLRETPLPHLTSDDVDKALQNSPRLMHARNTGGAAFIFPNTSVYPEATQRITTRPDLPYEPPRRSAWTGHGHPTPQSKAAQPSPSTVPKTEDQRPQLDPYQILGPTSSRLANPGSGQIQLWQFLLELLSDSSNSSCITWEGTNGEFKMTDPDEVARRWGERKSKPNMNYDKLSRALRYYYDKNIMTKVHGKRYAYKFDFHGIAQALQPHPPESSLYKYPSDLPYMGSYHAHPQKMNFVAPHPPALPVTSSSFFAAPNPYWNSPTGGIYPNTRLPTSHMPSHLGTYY
#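 His-tagged ERG Ets domain (1 uM in the protein solution; 300mM KCl, 50mM Tris-HCl, 1mM EDTA, 1mM DTT, pH 7.5) received compound, then a probe mix of 5 nM fluorescein-DNA and 100nM Texas-615-DNA. Fluorescence polarization was read for both dyes.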
# HP1b chromo inh: HTS for Inhibitors of HP1-beta Chromodomain Interactions with Methylated Histone Tails; 390,000 tested, 0.56% active; AlphaScreen HP1-beta / biotin-H3K9me3 peptide binding; Potency, µM (series often up to 114 µM), inactives show at the top dose activity change, negative = inhibition, actives largely listed as inhibitors; also: nearly all actives have a fitted effect of over 70% in size; inactives centre near 23
# Target sequence (P83916 whole entry, looked up): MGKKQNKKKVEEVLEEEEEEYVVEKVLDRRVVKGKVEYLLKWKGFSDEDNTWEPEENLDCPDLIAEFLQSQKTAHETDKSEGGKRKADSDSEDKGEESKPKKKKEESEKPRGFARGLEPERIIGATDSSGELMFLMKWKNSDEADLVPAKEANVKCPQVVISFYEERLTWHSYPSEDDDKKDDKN
#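 AlphaScreen: HP1-beta (50 nM) preformed 30 min with biotin-H3(1-18)K9me3 peptide (50 nM) in PBS pH 7.4, 0.01% Tween-20. Compound added for 30 min at RT, then streptavidin donor/nickel chelate acceptor beads (10 ug/mL) for 30 min.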
# ALOX12 inh: Primary qHTS assay for inhibitors of human arachidonate 12S-lipoxygenase (ALOX12): Round 2. purified 12hLO, xylenol orange hydroperoxide absorbance. Potency, µM (top dose mostly 108 µM), for inactives: at the highest dose activity change, negative = inhibition, hits mostly inhibitors. 580,000 tested, 1.1% active. AID 1671190, 2021; also: % is scaled to controls: 0 for no effect and ±100 for the full control effect
#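 Hydroperoxide product was detected by ferrous iron/xylenol orange as the 573 to 405 nm absorbance ratio. Arachidonic acid at 40 uM (final) was turned over for 30 min at room temperature by 150 nM human 12hLO, pH 7.0 Hepes buffer, after 15 min compound preincubation.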
# RGS4 inh: Inhibitors of Regulator of G Protein Signaling (RGS) 4: qHTS | AID 504845, 2011 | Regulator of G-protein signaling 4 (Homo sapiens), P49798 | Transcreener GDP fluorescence polarization, RGS4-accelerated GTP hydrolysis | 390,000 tested, 0.039% active | Potency, µM (top dose mostly 114 µM), for inactives: top-dose activity change, negative = inhibition, usual class: inhibitors; also: % is scaled to controls: 0 for no effect and ±100 for the full control effect; nearly all actives have a fitted effect of over 75% in size; some results filed as inactive show a strong effect at the top dose
# Target sequence (P49798 whole entry, looked up): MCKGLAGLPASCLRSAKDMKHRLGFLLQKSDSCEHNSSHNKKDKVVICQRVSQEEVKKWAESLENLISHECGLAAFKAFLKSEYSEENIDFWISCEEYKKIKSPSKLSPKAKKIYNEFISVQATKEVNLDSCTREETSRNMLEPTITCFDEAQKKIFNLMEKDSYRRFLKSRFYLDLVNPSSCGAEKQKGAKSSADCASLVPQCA
#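 MLSMR compounds (23 nl, pin-transferred) preincubated 10 min at room temperature with a 500nM (2x) first reagent, then RGS4 at 900nM (2x) plus Transcreener GDP mix added; fluorescence polarization (620/688 nm) read before and after 90 min at 30 °C.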
# JMJD2A Tudor: qHTS Assay for Inhibitors of JMJD2A-Tudor Domain | Lysine-specific demethylase 4A (Homo sapiens), O75164 | AlphaScreen JMJD2A-Tudor / H3K4me3 peptide binding | Potency, µM (doses to about 114 µM), for the others: at the highest dose activity change, negative = inhibition, hits mostly inhibitors | 390,000 tested, 4.4% active; also: % is scaled to controls: 0 for no effect and ±100 for the full control effect; nearly all actives have a fitted effect of over 50% in size
# PGK inhibitor: qHTS Assay to Find Inhibitors of Phosphoglycerate Kinase; Potency, µM (highest dose often 57.5 µM), for inactives: at the top dose activity change, negative = inhibition, hits mostly inhibitors; Phosphoglycerate kinase, glycosomal (Trypanosoma brucei brucei), P07378; PGK/GAPDH coupled, Kinase-Glo luminescence, 60 min; 380,000 tested, 0.043% active; also: % is scaled to controls: 0 for no effect and ±100 for the full control effect; nearly all actives have a fitted effect of over 60% in size
#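 Recombinant glycosomal PGK reaction used 1,3-bisphosphoglycerate generated in-well by GAPDH (100nM final) in 100mM TEA pH 7.6, 5mM MgCl2, 0.01% Tween-20. After 60 minutes at room temperature, ATP was read by Kinase-Glo Plus luminescence end-point.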
# Active calls of the source: *; i = inactive; ? = inconclusive; / = not tested or not shown; & = joins results of further samples; [ ] = dose if it differs, or a comment. Unless noted, calls follow the shape of the dose curve; as a rule, active = well fitted curve in the direction sought with a large enough effect; inconclusive = small, poorly fitted or top-dose-only effect, or another doubt; inactive = no such curve, though single readings can be large; an effect the other way counts as inactive or inconclusive. Potency is read from the fitted curve at half-maximal effect. The list is partial; rates above refer to the full screens.
item	smiles	rTrxR1 inhibitor	Pin1 inh	GLS inh	ERG Ets-DNA blk	HP1b chromo inh
1	COc1ccc([C@H]2CC(=O)C=C(c3cc(Br)ccc3OC)C2)cc1	11%[57.1 µM]	10%	0%	5%	61%[activator]
2	O=C(CNS(=O)(=O)c1ccc(F)c(Cl)c1)N1CCCC1	-13%	0%	0%	3%	25%
3	COc1ccc(OC)c(NC(=O)c2cccc(NC(=O)c3ccccc3)c2)c1	16%	?	4%	?	2%
4	CC(=O)N1CCN(C(=O)c2c(-c3ccccc3)noc2C)CC1	19%	-8%	-11%	-5%	42%[activator]
5	Cc1ccc(CSCCNC(=O)c2ccc(N(C)S(=O)(=O)c3ccccc3)cc2)cc1	-7%	-2%	11%	-4%	10%
6	COc1ccccc1C(=O)COC(=O)CNS(=O)(=O)c1ccc(NC(C)=O)cc1	5%	7%	2%	7%	25%
7	Cc1ccc(C)c(S(=O)(=O)N2CCN(C(=O)CN3C(=O)NC(C)(C)C3=O)CC2)c1	15%	-3%	2%	-5%	24%
8	COC(=O)c1ccc(OC)c(Cn2c(=O)n(-c3cccc(Cl)c3)c(=O)c3c4c(sc32)CN(C(C)=O)CC4)c1	8%	3%	6%	1%	35%[activator]
9	COc1ccccc1NC(=O)Cn1nnc(-c2ccccc2NC(=O)c2cc3ccccc3oc2=O)n1	7%	4%	-1%	/	50%[activator]
10	CC(=O)c1ccc(OCCCC(=O)Nc2cccc(-c3nn[nH]n3)c2)cc1	-28%[57.1 µM]	-15%	4%	11%	37%
11	S=c1[nH]nc(C2CCCCC2)n1/N=C/C(Cl)=C\c1ccccc1	-15%	-9%	-3%	-2%	-9%
12	Cc1cc(-c2ccc(C)c(S(=O)(=O)NCCc3ccc(S(N)(=O)=O)cc3)c2)on1	16%	-3%&1%	-2%&2%	-12%&1%	15%[57 µM]
13	Cc1c(C)n2c(SCC(=O)NCc3ccc4c(c3)OCO4)nnc2[nH]c1=O	2%	-3%	5%	0%	18%
14	CCN1CCC2(CC1)N=C(c1ccc(F)cc1)C(=S)N2C(=O)c1ccc(C)cc1	16µM*	0%	28%	-14%	?
15	c1ccc(CCNc2nc(-c3ccccn3)cs2)cc1	20%	-3%	-9%	-8%	27%

item	ALOX12 inh	RGS4 inh	JMJD2A Tudor	PGK inhibitor
1	-6%	-9%	-17%	-1%
2	-1%	11%	-15%	i
3	-3%	24%	-27%	-9%
4	0%	8%	5%	i
5	-9%	16%	-7%	5%
6	?	10%	1%	-1%
7	23%	2%	7%	-2%
8	-5%	-5%	-1%	-5%
9	13%	-18%	-17%	i
10	-6%	4%	-19%	0%
11	-22%	-21%	?	3%
12	-17%&-23%	-12%&17%	4%&-9%	i
13	?	7%	-6%	-1%
14	50µM*	-30%	32µM*	4%
15	-2%	-8%[11.4 µM]	-36%	-3%

# Some entries already given, limited to Pin1 inh, RGS4 inh and rTrxR1 inhibitor.
nr	molecule	Pin1 inh	RGS4 inh	rTrxR1 inhibitor
5	Cc1ccc(CSCCNC(=O)c2ccc(N(C)S(=O)(=O)c3ccccc3)cc2)cc1	-2%	16%	-7%
14	CCN1CCC2(CC1)N=C(c1ccc(F)cc1)C(=S)N2C(=O)c1ccc(C)cc1	0%	-30%	16µM*

# (further entries)
item	smiles	rTrxR1 inhibitor	Pin1 inh	GLS inh	ERG Ets-DNA blk	HP1b chromo inh
16	O=C1c2ccccc2OCOc2ccccc21	10%	0%	-2%	/	37%[activator]
17	Cc1nc2nncn2c(NCc2ccc(F)cc2)c1C	21%	5%	-2%	9%	25%
18	CN1C2CCC1CC(NC(=O)c1cc(S(=O)(=O)N(C)C)c(Cl)cc1Cl)C2 (stereo unspecified)	8%	0%	-7%	-12%	27%
19	CC(C)N(C(=O)c1ccc(C(=O)Nc2ccc([N+](=O)[O-])cc2)cc1)C(C)C	5%	-1%	-10%	-5%	29%
20	CCC(C)c1ccc2oc(-c3ccc(NC(=O)c4ncn[nH]4)cc3)nc2c1 (stereo unspecified)	52%[activator]	13%	6%	-1%	11%
21	CCN(CC)c1ccc(S(=O)(=O)N2CCOCC2)cc1NC(=O)COC(=O)c1cccnc1SC	13%	-14%	-9%	-6%	46%[activator]
22	CCOC(=O)c1sc(N/N=C/c2ccccc2)nc1C	1%	9%	?	11%	-36%[57 µM]
23	O=C(CSc1nccn1-c1ccc(Cl)cc1)Nc1nc2ccccc2s1	16%[57.1 µM]	3%	2%	-3%	-1%[57 µM]
24	Cc1ccc(OCCn2ccnc2)c(C)c1	16%	0%	-12%	-17%	33%[activator]
25	CCCn1c(SCC(=O)NNC(=O)c2ccccc2)nnc1-c1cccnc1	7%	-1%	13%	7%	32%
26	NC(=O)C1CCN(C(=O)CSc2ccccn2)CC1	5%	1%	2%	-1%	46%[activator]
27	CCS(=O)(=O)C(=C(Nc1ccc(OC)cc1)Nc1ccc(OC)cc1)S(=O)(=O)CC	-9%	0%	33%[activator]	9%	25%
28	O=C(CCNS(=O)(=O)c1ccccc1C(F)(F)F)NCCCSc1ccccc1	20%	-8%	3%	9%	4%
29	COc1ccc(NS(=O)(=O)c2cccc3cccnc23)cc1Cl	-4%	-2%	-2%	6%	1%
30	CC(=O)c1cccc(OCC(=O)Nc2cccc(C(=O)Nc3c(C)n(C)n(-c4ccccc4)c3=O)c2)c1	5%	-1%	12%	15%	7%

item	ALOX12 inh	RGS4 inh	JMJD2A Tudor	PGK inhibitor
16	2%	31%	17%	/
17	1%	-3%	-9%	-10%
18	1%	-11%	6%	-6%
19	/	5%	-2%	-9%
20	6%	30%	-8%	-3%
21	-9%	-6%	-4%	-10%
22	?	?	?	0%
23	1%	6%	-7%	7%
24	?	-2%	-25%	0%
25	-5%	38%	2%	-2%
26	17%	-11%	-15%	7%
27	?	4%	-5%	-8%
28	/	-3%	4%	-10%
29	0%	-2%	-21%	7%
30	?	-45%	-11%	i

# The list goes on:
item	smiles	rTrxR1 inhibitor	Pin1 inh	GLS inh	ERG Ets-DNA blk	HP1b chromo inh
31	CC(=O)Nc1ccc(C(=O)OCC(=O)NC(=O)NC2CCCCC2)cc1	-12%	1%	-20%	-2%	35%
32	CC(=O)c1ccc(NC(=O)COCc2cc(-c3ccc(F)cc3)on2)cc1	8%	-6%	0%	10%	4%
33	Cc1ccc(C(=O)COC(=O)c2ccco2)cc1C	16%	2%	3%	-12%	28%
34	Nc1scc[n+]1Cc1cccc2cccnc12	15%	-2%	2%	3%	20%
35	CCOc1ccc(NC(=O)CCCn2c(=S)[nH]c3ccsc3c2=O)cc1	-6%[57.1 µM]	3%	-17%	1%	31%
36	CN1CCN(C(=S)Nc2ccc(Cl)cc2Cl)CC1	18%[57.1 µM]	-2%	5%	5%	33%
37	Cc1ccc2c(c1)N(CC(=O)N1CCCCC1C)C(=O)CO2 (stereo unspecified)	19%	-8%	2%	1%	-7%
38	Cc1ccc(CN2C(=O)CCC2C(=O)NCCCN2CCOCC2)cc1 (stereo unspecified)	23%[57.1 µM]	-9%	-1%	0%	32%
39	COc1cccc(CNC(=O)CN2C(=O)CSc3ccc(S(=O)(=O)N4CCCC4)cc32)c1	32%&13%	-3%&0%	-4%&3%	8%&-3%	47%&33%[activator]
40	CCc1cccc(NC(=O)c2ccc(Br)o2)c1	-8%	-1%	6%	-16%	13%
41	CCn1c(=O)cc(SCC(=O)N2CCN(C)CC2)c2ccccc21	-3%[57.1 µM]	-7%	2%	2%	17%
42	CCn1cc(C(=O)O)c(=O)c2cnc(N3CCN(C(=S)NC(=O)c4ccc(Cl)cc4Cl)CC3)nc21	12%	-1%	0%	16%	9%

item	ALOX12 inh	RGS4 inh	JMJD2A Tudor	PGK inhibitor
31	-14%	27%	-9%[57.1 µM]	-2%
32	-11%	3%	-10%	i
33	1%	-19%	2%	-8%
34	-6%	-23%	-15%	-8%
35	-3%	-23%	-2%	-11%
36	-23%	-34%	-6%	-14%
37	-6%	19%	-16%	i
38	382%[activator]	-48%	-7%	-4%
39	-5%&-8%	-12%&13%	-12%&-11%	-11%
40	0%	-31%	-19%	-1%
41	-2%	24%	7%	-4%
42	21%	-2%	-15%	-1%

# In the list so far, 2 contain bromine:
item	smiles	rTrxR1 inhibitor	Pin1 inh	GLS inh	ERG Ets-DNA blk	HP1b chromo inh
1	COc1ccc([C@H]2CC(=O)C=C(c3cc(Br)ccc3OC)C2)cc1	11%[57.1 µM]	10%	0%	5%	61%[activator]
40	CCc1cccc(NC(=O)c2ccc(Br)o2)c1	-8%	-1%	6%	-16%	13%

item	ALOX12 inh	RGS4 inh	JMJD2A Tudor	PGK inhibitor
1	-6%	-9%	-17%	-1%
40	0%	-31%	-19%	-1%
